S2 tox: Viability Counterscreen for Primary qHTS for Inhibitors of ATXN expression. AID 651635, 2014. 400,000 tested, 0.49% active. Potency, µM (titrated, usually from 56.7 µM), most hits filed as cytotoxic. S2 cells (HEK-293 line with an ATXN2-luciferase reporter) viability, CellTiter-Fluor protease fluorescence, 24 h; further: potency means the concentration at half of the fitted maximal effect; nearly all actives have a fitted effect of over 40% in size
SW480 rerep: A quantitative high throughput screen for small molecules that induce DNA re-replication in SW480 colon adenocarcinoma cells. Potency, µM (series often up to 46.1 µM), without a hit: at the top dose re-replication activation, hits mostly activators. 340,000 tested, 1.8% active. SW480 DNA re-replication, Hoechst DNA content imaging, 48 h; further: potency means the concentration at half of the fitted maximal effect; % of control where 0% means no effect; nearly all actives have a fitted effect of over 55% in size
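Quantitative HTS format with DMSO vehicle controls; 48 hr drug incubation at 37 C, then 40 min Hoechst staining and scanning imager measurement at 405 nm excitation.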
HT1080 IDH1KD tx: qHTS for induction of synthetic lethality in tumor cells producing 2HG: qHTS for the HT-1080-IDH1KD cell line | 360,000 tested, 2% active | Potency, µM (top dose mostly 46.1 µM), without a hit: top-dose activity, negative = toxicity, usual class: cytotoxic | HT-1080 IDH1 knockdown viability, ATP luminescence, 48 h;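 further: potency means the concentration at half of the fitted maximal effect; 0% = DMSO wells and -100% = cell-free medium wells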
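After a 2 h attachment period, IDH1KD HT-1080 cells took pin-transferred compound for 48 h at 37 °C; ATP-based luminescence after 10 min room-temperature reagent incubation reported viability.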
KB-3-1 cytotox: qHTS assay for MDR1-selective chemotherapeutics: Primary screen using the parental adenocarcinoma cell KB-3-1; Potency, µM (highest dose often 46.1 µM), for the others: at the highest dose activity change, negative = cytotoxic, hits mostly cytotoxic; KB-3-1 viability, CellTiter-Glo ATP luminescence, 72 h; AID 1347075, 2019; 400,000 tested, 1.4% active; further: potency means the concentration at half of the fitted maximal effect; on the % scale 0 is the no-effect control and ±100 the full control effect; nearly all actives have a fitted effect of over 60% in size
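Multi-concentration cytotoxicity screen in KB-3-1 cells grown in DMEM lacking phenol red with 10% FBS. After 72 h at 37 °C with compound, ATP-dependent luminescence was recorded.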
HT1080-NT tox: qHTS for induction of synthetic lethality in tumor cells producing 2HG: qHTS for the HT-1080-NT fibrosarcoma cell line | 360,000 tested, 1.6% active | HT-1080-NT fibrosarcoma viability, CellTiter-Glo ATP luminescence, 48 h | Potency, µM (highest dose often 46.1 µM), for inactives: at the top dose activity, negative = less viability, hits mostly cytotoxic | AID 686970, 2013;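 further: NT is the 2HG producing partner of a matched IDH1 knockdown line; potency means the concentration at half of the fitted maximal effect; 0% = DMSO-treated cells and -100% = media-only wells without cells; nearly all actives have a fitted effect of over 55% in size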
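Viability of the 2HG-overproducing fibrosarcoma line after 48 hours of compound exposure at 37 degrees C was determined by luminescence with CellTiter-Glo, and concentration-effect curves were then fitted and categorized.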
IL-1B inflam inh: qHTS for Inhibitors of Inflammasome Signaling: IL-1-beta AlphaLISA Primary Screen; THP-1 LPS/ATP IL-1B secretion, AlphaLISA, 16 h; active compounds read low; activity change, % at 57.5 µM; 360,000 tested, 4.7% active; AID 743279, 2014; in the data active means activity change below about -50%; inconclusive means mostly about -30% to -49%; further: on the % scale 0 is the no-effect control and ±100 the full control effect
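Secreted IL-1B measured by AlphaLISA bead assay after 16 h compound exposure of THP-1 cells; compounds (final up to 57.5 uM) added 1 h before LPS (250 ng/mL) and ATP (1.25 mM) stimulation; lower signal means less secretion.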
KB-V1 cytotox: qHTS assay for MDR1-selective chemotherapeutics: Primary screen using the drug-selected MDR subline cells KB-V1 | KB-V1 MDR cells viability, CellTiter-Glo, 72 h | Potency, µM (doses to about 46.1 µM), for inactives: at the top dose activity change, negative = cytotoxicity, actives largely listed as cytotoxic | 400,000 tested, 3.4% active | AID 1347076, 2019; further: potency means the concentration at half of the fitted maximal effect; on the % scale 0 is the no-effect control and ±100 the full control effect; nearly all actives have a fitted effect of over 60% in size
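Potencies derive from concentration-effect curves fitted to normalized luminescence (CellTiter-Glo) of KB-V1 cells treated for 72 h at 37 degrees C in phenol-red-free DMEM containing 10% FBS.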
MCF10A rereplic: A quantitative high throughput screen for small molecules that induce DNA re-replication in MCF 10a normal breast cells | MCF 10A DNA re-replication, Hoechst nuclear intensity, 48 h | Potency, µM (series often up to 46.1 µM), inactives show at the highest dose activity, positive = re-replication, usual class: activators | 350,000 tested, 2.9% active | AID 624296, 2012; further: potency means the concentration at half of the fitted maximal effect; % of control where 0% means no effect; nearly all actives have a fitted effect of over 50% in size
ATXN2 expr inh: Primary qHTS for Inhibitors of ATXN expression; HEK-293 ATXN2-luciferase reporter, luminescence, 24 h; Potency, µM (doses to about 57 µM), without a hit: at the highest dose activity change, negative = inhibition, actives largely listed as inhibitors; 360,000 tested, 0.72% active; further: potency means the concentration at half of the fitted maximal effect; on the % scale 0 is the no-effect control and ±100 the full control effect; nearly all actives have a fitted effect of over 55% in size
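qHTS (up to 57 uM final) was run with 24 h compound exposure of reporter cells at 37 °C. Each well was multiplexed: SteadyGlo luminescence measured ATXN2-luciferase expression after a fluorogenic Gly-Phe-AFC viability readout (25 uM final).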
* = called active by the depositor; i = inactive; ? = inconclusive; nt = no result given; [ ] = remark or other dose. Unless noted, the call rests on the fitted dose curve; in most records, active means well fitted curve in the direction sought with a large enough effect; inconclusive means small, poorly fitted or top-dose-only effect, or another doubt; inactive means no such curve, though single readings can be large; an effect the other way counts as inactive or inconclusive.

SMILES	S2 tox	SW480 rerep	HT1080 IDH1KD tx	KB-3-1 cytotox	HT1080-NT tox	IL-1B inflam inh	KB-V1 cytotox	MCF10A rereplic	ATXN2 expr inh
Cc1onc(-c2ccccc2Cl)c1C(=O)Nc1ccc(S(=O)(=O)NCC2CCCO2)cc1 (stereo not given)	i	?	?	2%	?	-5	?	?	9%
O=S(=O)(c1cccc(C(F)(F)F)c1)N1CCC(O)(c2cccnc2)CC1	i	-5%[9.22 µM]	-6%	-8%	-4%	-5	-12%	16%	-1%
COc1ccc(C(=O)COc2ccc(C(C)=O)cc2OC)cc1OC	i	-9%	3%	-9%	-1%	24	?	-4%	4%
O=C(NC1CCCC1)c1cccc(S(=O)(=O)N2CCCCC2)c1	i	-1%	-4%[9.24 µM]	-9%	-4%	-13	?	9%	7%
O=C(NNc1nc(Nc2ccccc2)nc(N2CCOCC2)n1)Nc1ccc(Cl)cc1	?	?	?	-6%	?	21	-8%	?	-29%
C=CCn1c(=O)c(C(=O)Nc2cc(C)ccn2)c(O)c2ccccc21	i	-12%[9.22 µM]	22%	-5%	?	0	-28%	-3%	2%
NS(=O)(=O)c1ccc(CCNC(=O)C2CCCN2C(=O)c2cccs2)cc1 (stereo not given)	i	nt	-6%	-12%	2%	26	18%	nt	nt
CCC(C)NC(=O)c1cn(CC)c2ccc(S(=O)(=O)N3CCCCCC3)cc2c1=O (stereo not given)	i	2%	3%	-2%	-20%	?	?	3%	-15%
O=C1CCC(=O)N1c1ccc(S(=O)(=O)Nc2cccc([N+](=O)[O-])c2)cc1	i	0%	-1%	-4%	-4%	3	15%	?	-12%
CC(C)(C)NC(=O)CN(CCc1ccccc1)C(=O)c1csnn1	i	6%	-2%	-3%	14%	2	7%	5%	-6%[11.3 µM]
COc1cccc(C(C(=O)NC2CCCC2)N(CC2CCCO2)C(=O)Cc2cccs2)c1 (stereo not given)	i	7%	7%	6%	-2%	-24	?	5%	6%
Cc1ccc(C)c(N2CCN(C(=O)CCc3nc4ccccc4[nH]3)CC2)c1	i	0%	-2%	0%	-25%	-28	-16%	0%	-22%
CCO/N=C/C(=O)Nc1ccc(F)cc1F	i	-10%	-2%	-1%	0%	-7	7%	3%	1%
C=CCNC(=O)c1ccc(C(=O)c2ccccc2)cc1	i	-3%	2%	3%	1%	?	1%	0%	18%
O=C(CCNc1n[nH]c(=O)[nH]c1=O)N/N=C\c1ccc(Br)cc1	i	1%	-2%	14%	-4%	-6	0%	-5%	-7%
CCCCNC(=O)c1onc(CSc2cccc(Cl)c2)c1C(=O)O	i	-3%	-19%	-6%	-12%	-13	0%	-6%	96%[activator]
COc1ccc(C(CNC(=O)c2cccc(NS(=O)(=O)c3ccc(C)c(F)c3)c2)N(C)C)cc1 (stereo not given)	i	-515%[inhibitor]	-6%	-5%	-15%	-28	1%	-14%	-24%
O=C(Nc1ccc2c(c1)OCCO2)c1ccc(NC(=O)C2CCCO2)cc1 (stereo not given)	i	4%	8%	-1%	4%	-8	0%	0%	-18%
Cc1nn(-c2ccc(C(=O)OC(C)C)cc2)c(C)c1[N+](=O)[O-]	i	-1%	0%	8%	7%	-9	?	4%	29%
CCOc1ccc2nc(N3CCCCCC3)sc2c1	i	-8%	?	0%	5%	-16	1%	27%	73%[activator]

Reformatted as a markdown table: two of the compounds above
| SMILES | S2 tox | SW480 rerep | HT1080 IDH1KD tx | KB-3-1 cytotox | HT1080-NT tox | IL-1B inflam inh | KB-V1 cytotox | MCF10A rereplic | ATXN2 expr inh |
| --- | --- | --- | --- | --- | --- | --- | --- | --- | --- |
| C=CCNC(=O)c1ccc(C(=O)c2ccccc2)cc1 | i | -3% | 2% | 3% | 1% | ? | 1% | 0% | 18% |
| O=C(CCNc1n[nH]c(=O)[nH]c1=O)N/N=C\c1ccc(Br)cc1 | i | 1% | -2% | 14% | -4% | -6 | 0% | -5% | -7% |

Ordered by heavy-atom count (highest first): part of the list above.
SMILES	S2 tox	SW480 rerep	HT1080 IDH1KD tx	KB-3-1 cytotox	HT1080-NT tox	IL-1B inflam inh	KB-V1 cytotox	MCF10A rereplic	ATXN2 expr inh
COc1cccc(C(C(=O)NC2CCCC2)N(CC2CCCO2)C(=O)Cc2cccs2)c1 (stereo not given)	i	7%	7%	6%	-2%	-24	?	5%	6%
O=C(CCNc1n[nH]c(=O)[nH]c1=O)N/N=C\c1ccc(Br)cc1	i	1%	-2%	14%	-4%	-6	0%	-5%	-7%
CCO/N=C/C(=O)Nc1ccc(F)cc1F	i	-10%	-2%	-1%	0%	-7	7%	3%	1%

Later entries:
SMILES	S2 tox	SW480 rerep	HT1080 IDH1KD tx	KB-3-1 cytotox	HT1080-NT tox	IL-1B inflam inh	KB-V1 cytotox	MCF10A rereplic	ATXN2 expr inh
O=C(Nc1cc(S(=O)(=O)N2CCOCC2)ccc1N1CCCCC1)c1ccc(Cl)cc1	?	11%	-2%	-4%	0%	-5	0%	7%	-8%
CN(CC(=O)Nc1ccc(F)c(F)c1F)C(=O)CN1C(=O)NC2(CCCC2)C1=O	i	-18%	-8%	4%	2%	19	-4%	-2%	-18%
CCCCCn1c(Sc2ccccc2)nc2c1c(=O)[nH]c(=O)n2C	i	2%	2%	?	0%	32	?	4%	-7%
Nc1nc(CN2CCCCCC2)nc(Nc2ccccc2)n1	i	-6%	1%	15%	11%	2	9%	10%	-25%
Cc1nnc(SCC(=O)Nc2cccc(S(=O)(=O)N3CCCCC3)c2)s1	i	0%	7%	0%	-1%	-10	-9%	-3%	nt
C/C(=N\NC(=O)c1cccc(N2CCCC2=O)c1)c1ccc(N)cc1	i	-7%	2%	?	4%	23	4%	-7%	2%
COC(=O)c1cc(=O)nc2scc(C)n12	i	-18%	4%	-4%	3%	15	2%	-8%	-11%

High-throughput results: PubChem BioAssay, National Center for Advancing Translational Sciences (NCATS)
